# Lipid droplet – hepatic lipid droplet formation modulation. AML12 mouse hepatocytes, oleate lipid droplets, BODIPY imaging. inhibition, % at 6.5 µM. 240,000 compounds, 0.4% hits. AID 1656;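 active means lipid droplet intensity inhibited by at least 50%, with more than 500 cells counted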
#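 material = mouse AML12 hepatocyte cell line, fixed after treatment | also added = 100 µM oleic acid challenge | doses = compound at 6.5 µM only | schedule = overnight exposure | technique = Image-based BODIPY and DAPI two-channel analysis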
# M17LAP inhibition – P. falciparum M17LAP inhibitors, primary screen, biochemical, fluorogenic H-Leu-NHMec substrate, 1536-well (AID 1619); recombinant M17LAP, H-Leu-NHMec fluorogenic kinetic assay; higher % means a stronger effect; one-dose inhibition, % at 30 µM; IC50 in µM for titrated hits; 220,000 compounds, 0.38% hits;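 active means compound inhibiting the enzyme by more than half at any dose during confirmatory dose-response retesting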;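 further: plate controls were full reaction with DMSO carrier for no effect and no enzyme background for full effect; strong numbers were not always called active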
# UTI89 phage lysis – protection from phage-mediated lysis, alamar blue read-out – E. coli UTI89, K1F phage, bacterial capsule biogenesis inhibitors (AID 488966); 340,000 compounds, 0.02% hits; inhibition, % at 100 µM, or IC50 in µM where a hit was titrated; E. coli UTI89 K1F phage lysis, alamar blue, 2 h; higher % means a stronger effect;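 active means phage lysis inhibition, versus mean bacterial control, above a set limit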;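 further: capsule biogenesis inhibitors block K1F phage lysis so surviving cells raise fluorescence; higher fluorescence means more inhibition of phage lysis; actives were called in the ten point dose series up to 300 µM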
# P. falciparum M1AAP – P. falciparum M1AAP inhibitors, biochemical, fluorogenic H-Leu-NHMec substrate, 1536-well (AID 1445); recombinant M1AAP, H-Leu-NHMec fluorogenic kinetic assay; higher % means a stronger effect; one-dose inhibition, % at 30 µM; IC50 in µM for titrated hits; 220,000 compounds, 0.42% hits;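 active means primary inhibition above the hit cutoff, then over 50% inhibition at one or more dose response concentrations, cut at about 23% in these data, passing the limit was not always enough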;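 further: plate controls were DMSO full reaction for no effect and no enzyme background for full effect; strong numbers were not always called active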
# human PMI inhibitors – human PMI inhibitors, high substrate, primary screen, biochemical, fluorescence intensity, high mannose 6-phosphate (AID 1220); recombinant PMI enzyme, coupled fluorescence intensity; higher % means a stronger effect; inhibition, % at 20 µM, or IC50 in µM where a hit was titrated; 190,000 compounds, 0.66% hits
# SIAH1 antagonists – blockers of Siah-1 interaction with plectin peptide – biochemical, fluorescence polarization, rhodamine-plectin, uHTS, primary screen (AID 1817). Siah-1 / rhodamine-plectin peptide fluorescence polarization; higher % means a stronger effect. one-dose displacement, % at 20 µM; IC50 in µM for titrated hits. 290,000 compounds, 0.02% hits;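 active means displacement of at least 50% at 20 µM, with a fluorescence ratio check between 0.3 and a set limit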;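 further: plate controls were Siah plus tracer with DMSO for no effect and tracer alone without Siah for full effect; strong numbers were not always called active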
# TNAP activation fold – human TNAP enzyme activators, primary screen, biochemical, luminescent, no phosphate acceptor, uHTS (AID 1001); purified TNAP, luminescent activation assay, no phosphate acceptor; higher activation fold means a stronger effect; one-dose activation fold at 20 µM; EC50 in µM for titrated hits; 200,000 compounds, 0.03% hits; in the data active means activation fold from about 3, or a potency from the dose series; inactive means the rest, 99 in 100 with activation fold below about 1.6; further: many of its hits are not listed in these tables
# PMI inhibitors – MPI enzyme activity inhibition – biochemical, fluorescence intensity, coupled assay, primary screen (AID 1209) | purified PMI enzyme, coupled fluorescence intensity; higher % means a stronger effect | inhibition, % at 20 µM; hits with a dose series show IC50 in µM | 190,000 compounds, 0.42% hits;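 further: plate controls were DMSO vehicle for no effect and wells lacking substrate for full effect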
# XIAP antagonists – XIAP antagonists, biochemical, IAP family, fluorescence polarization (AID 1018); XIAP BIR domain, fluorescence polarization peptide displacement; higher % means a stronger effect; displacement, % at 20 µM; hits with a dose series show IC50 in µM; 200,000 compounds, 0.007% hits; in the data active means displacement above about 50%; further: a part of the inactive calls stands beside numbers as strong as those of hits
# Lipid droplet cells 6.5 µM – recorded beside Lipid droplet, whose call it bears; cell count; measured here: cell count, cytotoxicity flag;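 cells counted across two imaged fields per well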
# Numbers without * were called inactive; . = no result given; [ ] = another dose, or the depositor's remark. Unless noted, no stated cut-off is given here; in the data, active means inhibition above about 50%; inactive means the rest. No enrichment for hits; any-hit rate near 1.9%.
SMILES,Lipid droplet,Lipid droplet cells 6.5 µM,M17LAP inhibition,UTI89 phage lysis,P. falciparum M1AAP,human PMI inhibitors,SIAH1 antagonists,TNAP activation fold,PMI inhibitors,XIAP antagonists
COC(=O)Nc1ccc(S(=O)(=O)N2CCC(C(=O)N(C)C3CCCCC3)CC2)cc1,-2,704,14%,0.0%,0%,0%,8%,1.1,-2%,-6.5%
COc1ccc(/C(C)=N/Nc2ccc(F)cc2F)c(O)c1,-9,679,0%,0.3%,1%,-146%,0%,1,-72%,-7.2%
COc1ccccc1-n1c(-c2ccc(NS(C)(=O)=O)cc2)n[nH]c1=S,-4,710,-13%,0.1%,0%,-5%,-1%,1.1,-1%,-1.9%
Nc1cc(N2CCCCC2)c([N+](=O)[O-])cc1Cl,-7,667,29%,0.1%,2%,31%,-3%,1.1,28%,-3.4%
Cc1ccc(-c2nc(N3CCOCC3)sc2C(=O)N2CCCCC2)cc1,34,665,6%,4.5%,4%,-4%,3%,1,-2%,-6.0%
O=C(NCc1ccco1)c1cccc(F)c1,2,725,9%,1.7%,4%,-5%,5%,1.1,4%,-2.9%
CC(=O)Nc1ccc(/C=C(\C#N)C(=O)NC2CCCCC2C)cc1 (stereo not given),2,702,0%,0.1%,3%,-9%,-2%,1,-21%,-5.4%
C[C@]12CC[C@@H]3c4ccc(O)cc4CC[C@H]3[C@@H]1C[C@@H](O)[C@@H]2O[C@@H]1O[C@H](C(=O)O)[C@@H](O)[C@H](O)[C@H]1O,1,735,8%,3.9%,-3%,-5%,2%,1.1,-11%,-14%
Cc1c(O)cc2c(c1O)C(=O)CC(c1ccccc1)O2 (stereo not given),37,694,-3%,-1.8%,6%,.,-2%,.,.,.
COc1cc(/C=N/NC(=S)Nc2cccc(C(=O)O)c2)cc(OC)c1OC,18,676,41%,3.9%,7%,3%,-11%,0.8,6%,-5.5%
Cn1c(C(C#N)C(=O)c2sc3ccccc3c2Cl)nc2ccccc21 (stereo not given),.,.,-10%,3.6%,8%,2%,1%,1,5%,2.0%
Cc1ccc(S(=O)(=O)Oc2ccc(/C=C(/NC(=O)c3ccccc3)C(=O)NCCC(=O)O)cc2)cc1,-43,731,3%,0.7%,5%,-3%,-6%,1.1,1%,-2.6%
CNC(=S)Nc1cc(Cl)ccc1Oc1ccccc1,-3,629,-3%,-1.2%,1%,7%,5%,1,7%,1.3%
Cc1nc(Cl)c(C(=O)Nc2cccc(F)c2)c(C)c1Cl,12,755,-4%,0.1%,5%,-30%,-2%,1.1,-30%,-5.4%
COc1ccc2ccccc2c1C1CC(=O)N2CN(C3CCCCC3)CSC2=C1C#N (stereo not given),.,.,-26%,-0.3%,28%*,52%*,-1%,1.1,26%,2.6%
COc1ccc(C2=NN(C(=O)CCC(=O)O)C(c3cccs3)C2)cc1 (stereo not given),-5,723,22%,-0.1%,6%,12%,-3%,1.1,14%,-8.2%
CC(C)c1onc(C(=O)N2CCN(C(c3ccccc3)c3ccccc3)CC2)c1[N+](=O)[O-],-2,757,0%,-2.2%,3%,4%,-4%,0.8,-8%,-6.2%
O=C(NC(=S)Nc1ccc(N2CCOCC2)c(Cl)c1)c1sc2ccccc2c1Cl,-27,602,5%,0.1%,9%,10%,-6%,0.9,23%,-5.3%
CC1=NN(c2nc(-c3ccc(C#N)cc3)cs2)C(=O)C1,11,734,3%,.,13%,-12%,2%,1.1,-10%,-2.1%
CC1=NC(=O)C(N=Nc2ccccc2)N1c1ccccc1 (stereo not given),44,716,1%,0.3%,-6%,11%,-3%,0.9,8%,-20%
CC(NS(=O)(=O)c1ccccc1)C1COc2ccccc2O1 (stereo not given),3,768,-7%,0.1%,-3%,9%,-1%,1.1,14%,-9.4%
Cc1cc(CNC(=O)COc2ccccc2)c2ccccc2n1,3,677,34%,1.0%,2%,6%,-1%,1.1,2%,.
CCn1c(O)c(/C=N/N=C/c2ccccc2)c2ccc(C3=NNC(=O)CC3)cc21,20,829,-3%,-0.1%,1%,-1%,4%,1,4%,-4.7%
Cn1c(=O)[nH]c(=O)c2c1nc(NC1CCCCC1)n2CC(=O)NC1CCCCC1,11,641,10%,.,4%,6%,1%,1.1,5%,1.2%
COC(=O)CSc1nnc(CNC(=O)c2ccccc2OC)n1C,.,.,-7%,0.0%,0%,-6%,-5%,1.1,2%,-6.4%

# Shown with values under each structure: part of the list above
# Under each structure: Lipid droplet, Lipid droplet cells 6.5 µM, M17LAP inhibition, UTI89 phage lysis, P. falciparum M1AAP, human PMI inhibitors, SIAH1 antagonists, TNAP activation fold, PMI inhibitors, XIAP antagonists
- COC(=O)CSc1nnc(CNC(=O)c2ccccc2OC)n1C
 : ., ., -7%, 0.0%, 0%, -6%, -5%, 1.1, 2%, -6.4%
- CCn1c(O)c(/C=N/N=C/c2ccccc2)c2ccc(C3=NNC(=O)CC3)cc21
 : 20, 829, -3%, -0.1%, 1%, -1%, 4%, 1, 4%, -4.7%
- CNC(=S)Nc1cc(Cl)ccc1Oc1ccccc1
 : -3, 629, -3%, -1.2%, 1%, 7%, 5%, 1, 7%, 1.3%
- Cc1cc(CNC(=O)COc2ccccc2)c2ccccc2n1
 : 3, 677, 34%, 1.0%, 2%, 6%, -1%, 1.1, 2%, .

# (listing goes on)
SMILES,Lipid droplet,Lipid droplet cells 6.5 µM,M17LAP inhibition,UTI89 phage lysis,P. falciparum M1AAP,human PMI inhibitors,SIAH1 antagonists,TNAP activation fold,PMI inhibitors,XIAP antagonists
COc1cccc(CN2CCN(Cc3nc(-c4cccc(F)c4F)oc3C)CC2=O)c1,21,659,18%,-0.1%,2%,.,-5%,1,.,-1.8%
c1ccc(Cc2nnc(N3CCCCC3)c3ccccc23)cc1,-17,684,-1%,0.6%,14%,3%,-1%,1.1,1%,-4.1%
Cn1cc(/C=C(\C#N)C(=O)Nc2ncc(Cc3ccc(Cl)cc3)s2)c2ccccc21,-4,602,4%,-2.1%,5%,-4%,-10%,1,-2%,-3.6%
O=C(O)c1ccc(CSc2nc3ccc(NC(=O)c4ccccc4C(=O)O)cc3s2)cc1,6,698,19%,1.2%,6%,9%,15%,1.1,-24%,-6.8%
Cc1occc(=O)c1O,-21,701,10%,-5.2%,4%,-7%,4%,1.1,-5%,-6.3%
COCCCNCCCCOc1ccc(Br)cc1C,-2,635,-7%,6.2%,0%,-8%,0%,1.1,-5%,-2.6%
CCCCNC1C(CC)C(CCC)C(C#N)(C#N)C1(C#N)C#N (stereo not given),-12,644,-9%,-0.4%,3%,11%,-4%,1,12%,-6.4%
CC(OC(=O)Cn1c(C(F)(F)F)nc2ccccc21)C(=O)N1CCCc2ccccc21 (stereo not given),-4,777,6%,-0.4%,10%,1%,3%,1.1,4%,-6.8%
CCOC(=O)Cc1csc(NC(=O)CSc2nnc(C3CC3)n2C)n1,0,794,-1%,-2.1%,-12%,-8%,4%,1,-8%,2.0%
Cc1ccnc(NC(=O)c2cccc(NC(=O)COc3ccccc3)c2)c1,.,.,-6%,-0.3%,-6%,-2%,4%,1.1,2%,-2.8%
CCOC(=O)c1c(NC(=S)Nc2ccc(Cl)cc2)sc2c1CCN(C)C2,-21,581,4%,-0.1%,9%,-17%,0%,0.9,-12%,-7.1%
CCN(CC)S(=O)(=O)c1ccc(C(=O)N(c2ccccc2)C2C=CS(=O)(=O)C2)cc1 (stereo not given),-15,682,-4%,0.1%,-8%,-6%,5%,1.1,-7%,-3.5%
O=C(CCCN1C(=O)c2ccccc2C1=O)NCCCN1CCOCC1,7,699,2%,0.2%,5%,14%,2%,1.1,11%,-7.2%
C=CCN(CC=C)S(=O)(=O)c1ccc2nc(NC(=O)C(C)C)sc2c1,2,674,7%,-0.1%,0%,11%,4%,1.1,24%,-3.8%
COc1ccc(C(C)=O)cc1CSCCC(=O)O,.,.,12%,0.2%,3%,7%,-3%,1,2%,-4.9%
CCCCN(CC)S(=O)(=O)c1c(C)[nH]c(=O)[nH]c1=O,-5,725,-6%,1.8%,3%,-2%,-2%,1,-10%,-3.1%
CCN(CC)c1ccc(NC(=O)CN2CCN(c3ccccc3F)CC2)cc1,.,.,8%,0.4%,7%,6%,-3%,1,2%,-1.4%
COc1ccc(NC(=O)CSc2nnc(-c3ccccc3)n2N)cc1,17,738,2%,2.2%,6%,6%,8%,1.1,5%,-6.7%
CN(C(=O)CC(=O)Nc1ccc(Cl)c(Cl)c1)c1ccccc1,-8,719,-8%,1.6%,-10%,12%,0%,1.1,6%,-6.2%
COc1ccc(-n2c(C)nn(CC3CC3)c2=O)cc1,-13,674,3%,0.1%,6%,-2%,2%,1.1,-9%,-8.7%
Cc1[nH]c(=O)[nH]c(=O)c1S(=O)(=O)N1CCCC(C(=O)NCc2ccco2)C1 (stereo not given),4,776,9%,2.5%[50 µM],5%,2%,0%,1.1,3%,-6.6%
COc1ccc(NC(=O)CN(C)S(=O)(=O)c2ccc(Cl)cc2)c([N+](=O)[O-])c1,.,.,-5%,-0.6%,8%,-14%,2%,1,-43%,-0.6%
CCNC(=O)C1CCCN(c2nc(C)cc(C)n2)C1 (stereo not given),-11,691,3%,0.7%,4%,6%,2%,1.1,10%,-3.2%
C/C(CC(=O)Nc1cc(C)ccn1)=N\NC(=O)c1ccc(C)cc1,18,671,25%,0.4%,1%,.,0%,1,.,-2.6%
Cn1cccc1C(=O)N1CCN(c2cccc(C(F)(F)F)c2)CC1,-2,683,-4%,0.0%,4%,14%,4%,1.1,17%,-24%
# Next part:
SMILES,Lipid droplet,Lipid droplet cells 6.5 µM,M17LAP inhibition,UTI89 phage lysis,P. falciparum M1AAP,human PMI inhibitors,SIAH1 antagonists,TNAP activation fold,PMI inhibitors,XIAP antagonists
Nc1nc(SCC(=O)N2CCc3ccccc32)[nH]c(=O)c1-c1ccccc1,5,699,0%,2.0%,15%,-7%,-4%,0.3,-3%,-11%
CCn1c(SCC(=O)Nc2c(C)n(C)n(-c3ccccc3)c2=O)nnc1-c1cccc(C)c1,.,.,4%,3.0%,3%,6%,0%,1.1,3%,-15%
CCC(C(=O)Nc1ccccc1OC)n1c(C(=O)OC)cc2ccsc21 (stereo not given),.,.,0%,-0.4%,1%,9%,8%,1,11%,-3.4%
Cc1cccc(OCC(=O)NCCN2CCOCC2)c1,-25,803,-9%,14%,0%,0%,-7%,1.1,7%,-7.6%
CCCCc1n[nH]c(=S)n1Cc1ccc(C)cc1,3,728,-3%,0.0%,2%,10%,19%,1.5,6%,-5.3%
COc1ccccc1NC(=O)c1ccc(NC(=O)CSc2n[nH]c(N)n2)cc1,13,597,-8%,0.4%,5%,-2%,8%,1.6,12%,-4.1%
O=C(Nc1cccnc1Cl)c1cccc(F)c1,-58,451,15%,.,13%,1%,-5%,1.1,-1%,1.7%
CC(C)CNC(=O)CC(c1ccccc1)c1ccccc1,4,705,2%,0.5%,5%,-5%,2%,1,-4%,-8.5%

# Screens (PubChem)
